DAX1 inh-1 = DAX1 (NR0B1) inhibitors, primary screen, cell-based, HEK293, Gal4-DAX1, luciferase luminescence; Nuclear receptor subfamily 0 group B member 1 (Homo sapiens), P51843; HEK293 Gal4-DAX1 luciferase reporter; inhibition, % at 6.75 µM; 340,000 compounds, 0.99% hits; AID 504766, 2011;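 active = inhibition above the mean over all tested compounds plus 3 SD, cut at about 4.2% in these data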;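 also: 0% = DAX1-transfected cells with DMSO and 100% = empty-vector control cells with DMSO; inhibition shows as a rise in luminescence from relieved DAX1 repression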
Target sequence (P51843 207-470 limits assumed): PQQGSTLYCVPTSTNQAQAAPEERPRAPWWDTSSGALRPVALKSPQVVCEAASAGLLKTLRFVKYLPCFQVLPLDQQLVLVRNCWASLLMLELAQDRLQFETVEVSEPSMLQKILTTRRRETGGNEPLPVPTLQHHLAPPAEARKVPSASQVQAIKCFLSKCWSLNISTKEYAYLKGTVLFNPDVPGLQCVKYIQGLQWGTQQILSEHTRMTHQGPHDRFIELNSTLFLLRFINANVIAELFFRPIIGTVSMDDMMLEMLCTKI
GAA850 FXN act = FXN promoter activators, primary screen, cell-based, luciferase luminescence, HEK293 lucGAA850; activation, % at 6 µM; 360,000 compounds, 0.56% hits; HEK293 lucGAA850 FXN promoter luciferase reporter, 24 h; percent of 10 µM SAHA response;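 active = activation above the average of all compounds screened plus 3 SD, cutoff fixed separately per campaign, cut at about 7.5% in these data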;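 also: 0% = DMSO wells and 100% = 10 µM SAHA wells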
GC-B act = human GC-B receptor activators, primary screen, HEK293 GC-B cells, cGMP TR-FRET, EC30 CNP | Atrial natriuretic peptide receptor 2 (Homo sapiens), P20594 | 0% at EC30 CNP, 100% saturating CNP | activation, % at 10 µM | 370,000 compounds, 0.11% hits;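 active = activation at 10 µM reaching about 35% in either raw or pattern-adjusted values, limit read from the data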
hgDAF12 agonist = H. glycines DAF-12 receptor agonists, primary screen, cell-based, luminescence, HEK293, GAL4 fusion, UAS-luciferase. Nuclear hormone receptor DAF-12 (Heterodera glycines), GAL4 fusion. HEK293 GAL4-hgDAF12 UAS-luciferase reporter, agonist luminescence; normalized to butyrate control. activation, % at 6.8 µM. 370,000 compounds, 1.8% hits. AID 687014, 2013;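 active = activation above a cutoff set at the mean of all screened compounds plus 3 SD, cut at about 10% in these data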;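 also: 0% = DMSO wells and 100% = sodium butyrate wells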
SMARCA2 activ = SMARCA2 (BRM) function activators, primary screen, cell-based, luminescence, high throughput; MG213 cells, MMTV-luciferase reporter, dexamethasone, overnight; activation, % at 9.1 µM; 370,000 compounds, 1% hits; AID 652017, 2013; in the data active = activation above about 7.8%;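 also: 0% = vehicle wells and 100% = reference activator wells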
hcDAF12 agonist = H. contortus DAF-12 nuclear receptor activators, primary screen, cell-based, luminescence, HEK293, lit1-tk-luc reporter. HEK293 hcDAF-12 lit1-tk-luc reporter; 0% DMSO, 100% Δ7-dafachronic acid. activation, % at 6.8 µM. 370,000 compounds, 1.4% hits;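 active = activation above the mean of all tested compounds plus 3 SD, cut at about 5.5% in these data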;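 also: 100% = response to 3 µM Δ7-dafachronic acid high control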
ssDAF12 agonist = S. stercoralis DAF-12 nuclear receptor activators, primary screen, cell-based, luminescence, HEK293, GRIP1 co-expression, lit1-tk-luc | activation, % at 6.8 µM | AID 652126, 2013 | 370,000 compounds, 1% hits | HEK293 ssDAF-12/GRIP1 lit1-tk-luc reporter; % of 3 µM dafachronic acid response | Nuclear hormone receptor DAF-12 (Strongyloides stercoralis);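 active = activation above the mean over all tested compounds plus 3 SD, cut at about 0.9% in these data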;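 also: 0% = DMSO-only wells and 100% = 3 µM delta7-dafachronic acid wells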
NPR1 activator = GC-A stimulated cGMP production enhancers – HEK293 GC-A cells, cGMP TR-FRET, EC30 ANP, primary screen | 0% at EC30 ANP, 100% saturating ANP | 370,000 compounds, 0.14% hits | AID 1671463, 2021 | activation, % at 10 µM; in the data active = activation above about 40%
sPLA2-III inh = human group III sPLA2 inhibitors, primary screen, biochemical, QFRET, BODIPY PC-A2 liposome substrate. AID 743126, 2013. QFRET BODIPY PC-A2 liposome hydrolysis, fluorescence. Group 3 secretory phospholipase A2 (Homo sapiens), Q9NZ20. inhibition, % at 12.2 µM. 370,000 compounds, 0.56% hits;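 active = inhibition above mean plus 3 SD of compounds lying within the high and low control bounds, cut at about 19% in these data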;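 also: 0% = median of test compound wells and 100% = no enzyme DMSO wells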
DAX1 inh-2 = DAX1 (NR0B1) inhibitors on StAR promoter, primary screen, cell-based, luminescence, SF-1 (NR5A1), full-length DAX-1; 370,000 compounds, 1.1% hits; inhibition, % at 6.8 µM; AID 652010, 2013; HEK293T StAR-luciferase reporter, SF-1/DAX-1 repression relief;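 active = inhibition above the mean over all tested compounds plus 3 SD, cut at about 3.6% in these data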;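 also: 0% = DAX-1 cells with DMSO and 100% = cells lacking DAX-1 with DMSO; higher inhibition means more luminescence from relief of DAX-1 repression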
ADAM10 inh = human ADAM10 inhibitors, primary screen, biochemical, QFRET, HTS; inhibition, % at 7 µM; Disintegrin and metalloproteinase domain-containing protein 10 (Homo sapiens), O14672; 370,000 compounds, 0.62% hits; recombinant ADAM10, EDANS/DABCYL FRET peptide cleavage, 3 h;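 active = inhibition above a per-campaign cutoff equal to the mean of compounds falling between control-based bounds plus 3 SD, cut at about 20% in these data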;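 also: 0% = DMSO wells while the 100% control is not disclosed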
Target sequence (O14672 214-748 limits assumed): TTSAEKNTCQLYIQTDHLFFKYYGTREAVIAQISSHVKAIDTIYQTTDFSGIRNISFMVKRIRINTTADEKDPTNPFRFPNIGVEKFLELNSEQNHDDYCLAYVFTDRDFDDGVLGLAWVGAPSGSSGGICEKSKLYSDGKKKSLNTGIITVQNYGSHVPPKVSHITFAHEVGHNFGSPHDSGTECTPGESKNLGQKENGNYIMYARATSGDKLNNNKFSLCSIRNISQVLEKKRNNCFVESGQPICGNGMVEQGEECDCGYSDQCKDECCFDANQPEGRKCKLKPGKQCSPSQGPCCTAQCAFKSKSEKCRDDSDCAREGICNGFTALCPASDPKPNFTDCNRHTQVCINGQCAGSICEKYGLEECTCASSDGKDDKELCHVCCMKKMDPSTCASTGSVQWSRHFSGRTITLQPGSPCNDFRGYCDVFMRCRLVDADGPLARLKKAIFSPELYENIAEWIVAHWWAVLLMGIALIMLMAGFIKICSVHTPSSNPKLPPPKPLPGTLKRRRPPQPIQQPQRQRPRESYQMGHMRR
* = called active by the depositor; . = no result given.

canonical_smiles,DAX1 inh-1,GAA850 FXN act,GC-B act,hgDAF12 agonist,SMARCA2 activ,hcDAF12 agonist,ssDAF12 agonist,NPR1 activator,sPLA2-III inh,DAX1 inh-2,ADAM10 inh
COc1ccccc1N1CCN(C(=O)c2cc3c(=O)n4ccccc4nc3s2)CC1,-0.9,2.2,-4,2.1,7,-2.7,-0.8,2,0,0.4,-262
COc1cc(OC)c(-c2nc3cnccc3n2C)cc1OC,-1.2,-1.2,-2,-1.1,-2,0.9,-1.0,-2,3,-0.2,-1
CN(C)c1nnnn1-c1ccc(Oc2ccccc2)cc1,-0.3,0.0,4,-1.2,-2,-1.4,-1.9,0,0,-1.0,-3
Nc1c(C=C2C=CC(=O)C=C2)c(=O)nc2snc(SCc3ccccc3)n12,1.2,7.7*,-1,-0.6,0,-0.4,-1.1,0,-15,0.9,-1
COC(=O)c1ccccc1NC(=S)N(Cc1ccc2c(c1)OCO2)Cc1cc2cc(C)ccc2[nH]c1=O,0.4,-0.1,3,-1.6,-1,-0.7,-1.4,1,-1,0.1,-8
COc1ccc(CN2C(=O)[C@@H]3C(c4ccc(F)cc4)=NO[C@@H]3C2=O)cc1,-0.3,2.4,-5,-0.7,-1,1.8,-1.2,-1,4,1.3,0
COC(=O)C(C)Oc1ccc2c(c1)O/C(=C\c1ccco1)C2=O (stereo not given),0.3,1.4,-6,-6.1,-2,-1.9,-1.1,0,3,-0.1,-30
CCOC(=O)[C@]12CCCC=C1N(CCC1=CCCCC1)C(=O)[C@H](CC(=O)N1CCCCC1)C2,.,.,1,-3.6,2,-2.0,-0.6,-1,-5,-0.2,-3
Cc1ccc(-n2c(C)nc3oc4ccccc4c(=O)c3c2=O)cc1,1.9,2.4,-10,9.6,3,12*,1.8*,-1,2,4.5*,-6
O=C(COC(=O)c1ccc(S(=O)(=O)NCc2ccco2)cc1)Nc1ncc(Cl)cc1Cl,2.7,2.6,-2,1.2,0,0.9,-1.1,-2,-9,0.5,0
CCN(CC)S(=O)(=O)c1cc(NC(=O)COC(=O)CCC(=O)c2ccc(F)cc2)ccc1C,1.5,1.0,0,-0.3,-1,-0.8,-0.2,5,-42,0.5,-2
O=C(c1cccs1)N1CCn2c1nc1ccccc12,1.7,3.5,0,6.8,5,5.2,-0.6,-3,-3,4.3*,5
Nc1c(Br)cc(Br)c2c1C(=O)c1c(cccc1S(=O)(=O)O)C2=O,-1.6,1.5,-2,0.7,5,0.4,-0.8,-2,-16,-0.6,2
CCSc1nc2c([nH]c3ccccc32)c(=O)n1C,1.5,0.0,-1,-4.1,-1,3.4,-1.0,-2,1,0.0,-12
CCOc1ccccc1NC(=O)c1ccc(CN2CCc3ccccc3C2)cc1,3.0,-0.6,-2,0.8,-1,0.5,-1.4,6,-5,-0.7,4
O=C(CN1c2cccc3cccc(c23)S1(=O)=O)N1CCOCC1,1.2,2.5,-1,3.1,-3,-2.3,-1.3,5,6,-0.3,-264
COc1ccc(N2CCN(C(=O)CCc3ccccc3)CC2)cc1,0.0,-3.0,1,1.9,-1,-1.1,-1.0,-1,6,0.2,5
CCOC(=O)N1CCN(C(=O)c2ccc3nc(C)sc3c2)CC1,-0.2,0.5,2,2.7,-2,-1.2,-1.1,-5,4,0.5,-3
CC(C)CN(CC(C)C)S(=O)(=O)c1cc([N+](=O)[O-])ccc1N1CCCCCC1,0.5,-0.9,-6,3.1,1,1.5,-1.0,-2,-1,-0.5,3
CC1CCCCC1NS(=O)(=O)CCNC(=O)c1ccc2c(c1)OCO2 (stereo not given),-1.2,-0.4,4,-1.7,-1,0.7,-0.9,0,1,0.2,-8
COc1ccc(C2C(C(=O)N3CCOCC3)CCC(=O)N2c2ccc(OC)cc2)cc1 (stereo not given),0.3,-1.1,-7,1.7,1,-0.2,-0.5,-9,2,0.4,7
Cc1cc(/C=C(\C#N)C(=O)NC2CC2)c(C)[nH]1,3.0,5.7,2,12*,3,0.2,0.2,1,7,3.3,6
COc1cc(OC)c(NC(=O)CCNS(=O)(=O)c2ccc3c(c2)CC(C)N3C(C)=O)cc1Cl (stereo not given),0.8,0.5,-5,1.3,-3,0.9,-1.5,-1,-1,-0.2,-5
COc1ccc(-c2nnn(CC(=O)N3CCN(c4ccccc4OC)CC3)n2)cc1OC,-0.9,1.9,1,-3.0,-1,-0.9,-1.9,-4,-4,-0.6,1
Cc1ccc(NCN2C(=O)C(=O)c3ccccc32)nc1,-0.7,-0.7,-3,-0.8,-2,1.3,-1.0,-15,8,0.0,-14
C=CCc1cc(/C=C2/NC(=O)N(CC)C2=O)cc(OCC)c1OCc1ccc(C(=O)O)cc1,-0.9,2.5,0,-0.7,0,-1.4,-1.2,-1,-7,-0.7,-1
CC(OC(=O)c1ccc2c(=O)n3c(nc2c1)CCC3)C(=O)NC1CCCCC1C (stereo not given),0.3,0.8,0,-1.2,-2,1.2,-1.3,-4,2,1.8,-56
C/C(=N\OCC(=O)OCC(=O)NC(=O)c1ccc(OC(F)F)cc1)c1ccc2c(c1)OCO2,0.7,1.7,0,1.4,-2,0.9,-0.4,2,2,1.0,-5
COc1cc(C2CC(=O)c3cnc(NC(C)=O)nc3C2)cc(OC)c1OC (stereo not given),-0.3,-1.9,1,-1.9,-1,-0.5,-0.7,-3,-3,0.1,-11
COc1cccc(N=c2oc3ccccc3cc2-c2nc3ccccc3[nH]2)c1,1.0,-2.1,.,16*,5,15*,2.6*,.,0,3.3,-410

Shown field by field: part of the list above
C/C(=N\OCC(=O)OCC(=O)NC(=O)c1ccc(OC(F)F)cc1)c1ccc2c(c1)OCO2
  DAX1 inh-1 = 0.7; GAA850 FXN act = 1.7; GC-B act = 0; hgDAF12 agonist = 1.4; SMARCA2 activ = -2; hcDAF12 agonist = 0.9; ssDAF12 agonist = -0.4; NPR1 activator = 2; sPLA2-III inh = 2; DAX1 inh-2 = 1.0; ADAM10 inh = -5
O=C(COC(=O)c1ccc(S(=O)(=O)NCc2ccco2)cc1)Nc1ncc(Cl)cc1Cl
  DAX1 inh-1 = 2.7; GAA850 FXN act = 2.6; GC-B act = -2; hgDAF12 agonist = 1.2; SMARCA2 activ = 0; hcDAF12 agonist = 0.9; ssDAF12 agonist = -1.1; NPR1 activator = -2; sPLA2-III inh = -9; DAX1 inh-2 = 0.5; ADAM10 inh = 0
C=CCc1cc(/C=C2/NC(=O)N(CC)C2=O)cc(OCC)c1OCc1ccc(C(=O)O)cc1
  DAX1 inh-1 = -0.9; GAA850 FXN act = 2.5; GC-B act = 0; hgDAF12 agonist = -0.7; SMARCA2 activ = 0; hcDAF12 agonist = -1.4; ssDAF12 agonist = -1.2; NPR1 activator = -1; sPLA2-III inh = -7; DAX1 inh-2 = -0.7; ADAM10 inh = -1

Further compounds.
canonical_smiles,DAX1 inh-1,GAA850 FXN act,GC-B act,hgDAF12 agonist,SMARCA2 activ,hcDAF12 agonist,ssDAF12 agonist,NPR1 activator,sPLA2-III inh,DAX1 inh-2,ADAM10 inh
O=C(NCCO)C(F)(F)C(F)(F)C(F)(F)OC(F)(C(=O)NCCO)C(F)(F)F (stereo not given),-1.4,-0.6,2,0.6,-5,-0.1,-1.3,2,6,0.3,9
Fc1ccccc1Cc1noc(CN(Cc2ccccn2)CC2CCCO2)n1 (stereo not given),-0.3,0.0,4,2.2,-4,-0.5,-1.4,-2,9,0.6,-9
C=CCn1cccc(C(=O)Nc2ccc(F)cc2)c1=O,-0.6,3.5,5,5.9,5,-2.1,-1.1,4,2,-0.5,4
O=C(Nc1cccc(S(=O)(=O)N2CCOCC2)c1)c1cnccn1,-0.3,-1.9,0,0.4,-1,-1.7,-1.6,-3,-2,0.4,-5
O=C(CCc1ccccn1)N1CCCC(Nc2ccc(F)cc2)C1 (stereo not given),0.0,0.0,3,3.8,2,2.2,-0.6,2,4,-0.1,-4
O=C(NCc1ccccc1)N1CCn2c(nc3ccccc32)C1,0.7,-0.6,-7,2.6,-4,0.9,-1.2,0,0,0.4,-197
CCCC(=O)Nc1cc(=O)n(C)c(=O)n1C,1.5,-0.3,-11,-0.6,-1,-0.6,-1.8,-2,15,-0.1,-21
C[n+]1c(/C=C/c2ccc(O)cc2)ccc2ccccc21,0.0,-0.5,-7,9.9,2,5.2,-0.6,-8,10,0.6,14
COc1ccc(-c2cnc(OC(C)(C)C)nc2OC(C)(C)C)cc1OC,0.4,1.2,7,-1.9,-2,-1.3,-1.3,6,-2,-0.2,-3
CC(C)c1ccc(NS(=O)(=O)c2cn(C)c(=O)n(C)c2=O)cc1,0.5,15*,0,-1.1,-3,-1.4,-0.3,2,1,1.9,-3
Cc1ccc(S(=O)(=O)Nc2ccc3c(c2)nc(CN2CCCC2)n3C)cc1,1.6,1.2,2,1.6,1,-0.1,-1.2,3,-3,-0.4,-7
O=C1C(=O)N(CCN2CCOCC2)C(c2cccc(Cl)c2)/C1=C(/O)c1ccc2c(c1)OCO2 (stereo not given),-0.6,1.5,-2,0.7,2,-0.1,-1.6,13,0,1.3,-6
CSc1nnnc2ccccc12,0.5,3.6,3,0.7,0,3.4,0.6,6,12,-0.3,-12
O=C(C1CCCCC1)N1CCC(c2nc3ccccc3[nH]2)CC1,0.4,1.2,-2,0.1,3,-1.2,-0.7,-2,-1,-0.1,-4
CCc1nnc(NC(=O)[C@@H](NC(=O)c2cccc(C)c2)C(C)C)s1,0.2,1.2,-2,-2.7,1,2.9,-0.5,-3,-7,-0.2,4
CCCCOc1ccc(/C(O)=C(\C#N)c2nc3ccccc3[nH]2)cc1,-0.3,-0.9,-2,1.0,3,2.6,-1.7,-3,3,0.2,4
CC(C)NCC(O)COCCOc1ccc(C(C)(C)C)cc1 (stereo not given),1.1,2.9,-4,3.2,0,-1.7,-1.2,-1,-1,-0.1,-5
CCC(CC)C(=O)Nc1nc(-c2ccc3c(c2)CCN3C(=O)C2CC2)c(C)s1,-1.9,2.9,3,-0.5,0,-0.7,-1.2,-2,-2,-0.4,-3
COC(=O)c1cc2nc(-c3ccc(OC)cc3)cc(C(F)(F)F)n2n1,0.5,-1.7,-4,0.1,4,-0.6,-0.6,3,0,-0.1,-33

Source: PubChem BioAssay (several laboratories)
